Screening results deposited in PubChem by National Center for Advancing Translational Sciences (NCATS).
IMPase Li inh: cell-permeable IMPase inhibitors with lithium potentiation | CHO-M1 cells, IP1 TR-FRET (IP-One), carbachol + lithium | Potency, µM (series often up to 59.4 µM), for inactives: top-dose activity, negative = IMPase inhibition, usual class: inhibitors | actives 0.35% (n = 210,000);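 note: IP1 builds up when IMPase is blocked and the TR-FRET signal falls; potency is the fitted concentration of half-maximal effect; plate controls were basal vehicle for no effect and high inhibitor control for full effect; nearly all actives have a fitted effect of over 50% in size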
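CHO cells stably expressing M1 receptor (2000/well) were cultured 16–30 h, then exposed to compounds with a small lithium addition for 30 min at 37C. IP1 was measured by TR-FRET competition; AC50 from Hill fits.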
Luc counter: blocks Kinase-Glo luciferase, a counter-screen artifact. Q27757. Kinase-Glo luciferase, ATP luminescence, 8 min. Potency, µM (highest dose often 38.3 µM), inactives show at the highest dose activity change, negative = inhibition, hits mostly inhibitors. actives 0.28% (n = 200,000). AID 1379; note: potency is the fitted concentration of half-maximal effect; % is set by controls: 0 for no effect and ±100 for the full control effect; nearly all actives have a fitted effect of over 60% in size
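Compound is pinned into ATP-containing buffer (10 uM ATP, imidazole pH 7.2, 7 mM MgCl2). Kinase-Glo luciferase reagent is then added. Light output is recorded following an 8-min room-temperature incubation.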
Lamin A splicing: changes lamin A minigene splicing in HeLa cells. HeLa LMNA splicing GFP/RFP minigene ratio, 48 h. Potency, µM (series often up to 46.1 µM), for inactives: top-dose ratio change, negative = inhibition, most hits filed as inhibitors. actives 0.01% (n = 200,000); active = well fitted inhibition curve with a large enough effect in the signal ratio, with a control signal flat, not every such curve was filed as active; inconclusive = small, poorly fitted or top-dose-only effect, or effect the other way, or a change in a side signal; the % refers to the signal ratio; note: potency is the fitted concentration of half-maximal effect; % is set by controls: 0 for no effect and ±100 for the full control effect
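Read-out is the ratio of GFP to DsRed2 object intensity, acquired by 488 nm laser-scanning cytometry on HeLa lamin A-EGFP minigene reporter cells. Compound incubation 48 hrs at 37 °C in Opti-MEM with 2% FBS; DMSO 0.5% final.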
HttQ103 aggreg: inhibitors of mutant huntingtin aggregate formation in PC12 cells. Potency, µM (titrated, usually from 46.1 µM), inactives show at the highest dose activity change, negative = inhibition, most hits filed as inhibitors. actives 1.1% (n = 220,000). PC12 HttQ103-GFP aggregates, Acumen cytometry, 40 h; note: potency is the fitted concentration of half-maximal effect; % is set by controls: 0 for no effect and ±100 for the full control effect; nearly all actives have a fitted effect of over 60% in size
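Multiplexed with ATP-based cell death, this channel scores GFP aggregates in PC12 cells expressing inducible HTTex1-Q103-GFP. Induction used 100 nM tebufenozide; compounds were tested in concentration series.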
Epigenetic reg: epigenetic control regulation, reporter derepression; murine LDR cells, GFP reporter derepression, 30 h; Potency, µM (series often up to 53.9 µM), without a hit: top-dose GFP activation, usual class: activators; actives 0.2% (n = 280,000); AID 1865; note: potency is the fitted concentration of half-maximal effect; % of control where 0% means no effect; nearly all actives have a fitted effect of over 60% in size
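In this reporter-derepression format, murine cells bearing a silenced integrated CMV-GFP locus incubate with test compound (30 h, 37 C), then are washed and imaged; fluorescent objects of 20–120 um count as induced cells.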
CBFb-RUNX1 inh: blocks binding between human CBF-beta and RUNX1. AlphaScreen CBFb-His/RUNX1-biotin binding, biochemical. Potency, µM (doses to about 59.8 µM), without a hit: top-dose activity, negative = inhibition, usual class: inhibitors. 230,000 tested, under 10 active. AID 1477; note: % of control where 0% means no effect
Target sequence (Q01196 whole entry, looked up): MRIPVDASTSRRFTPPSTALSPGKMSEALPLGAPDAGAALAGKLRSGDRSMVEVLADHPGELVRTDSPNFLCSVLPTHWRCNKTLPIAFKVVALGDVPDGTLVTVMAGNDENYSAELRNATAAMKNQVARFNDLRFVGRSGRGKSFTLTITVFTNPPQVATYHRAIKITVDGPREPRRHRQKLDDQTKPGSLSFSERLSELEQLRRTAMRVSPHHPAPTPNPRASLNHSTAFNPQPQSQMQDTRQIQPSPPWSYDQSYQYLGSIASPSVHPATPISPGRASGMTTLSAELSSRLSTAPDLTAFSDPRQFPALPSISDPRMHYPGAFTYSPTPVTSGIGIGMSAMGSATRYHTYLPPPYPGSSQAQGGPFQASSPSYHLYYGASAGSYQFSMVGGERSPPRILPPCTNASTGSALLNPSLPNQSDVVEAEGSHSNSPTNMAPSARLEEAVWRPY
Target sequence (Q13951 whole entry, looked up): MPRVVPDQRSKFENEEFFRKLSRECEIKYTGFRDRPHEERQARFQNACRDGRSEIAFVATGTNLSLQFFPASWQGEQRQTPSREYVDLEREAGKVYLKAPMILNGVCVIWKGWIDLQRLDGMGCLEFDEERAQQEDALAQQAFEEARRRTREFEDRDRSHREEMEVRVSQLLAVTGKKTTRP
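AlphaScreen binding: CBFb-His and RUNX1-biotin (30 nM each) preincubated 20 min, compound added for 15 min, then nickel and streptavidin beads for 90 min, all at room temperature. Disruption of the interaction by any mechanism counts as activity.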
NPSR antag: antagonists of human neuropeptide S receptor cAMP signaling; Q6W5P4; CHO-NPSR cells, cAMP TR-FRET, antagonist mode; Potency, µM (titrated, usually from 38.3 µM), for the others: at the top dose activity change, negative = inhibition, most hits filed as inhibitors; actives 1% (n = 220,000); AID 1461; note: potency is the fitted concentration of half-maximal effect; % is set by controls: 0 for no effect and ±100 for the full control effect; nearly all actives have a fitted effect of over 50% in size; many of its hits are not listed in these tables
Target sequence (Q6W5P4 whole entry, looked up): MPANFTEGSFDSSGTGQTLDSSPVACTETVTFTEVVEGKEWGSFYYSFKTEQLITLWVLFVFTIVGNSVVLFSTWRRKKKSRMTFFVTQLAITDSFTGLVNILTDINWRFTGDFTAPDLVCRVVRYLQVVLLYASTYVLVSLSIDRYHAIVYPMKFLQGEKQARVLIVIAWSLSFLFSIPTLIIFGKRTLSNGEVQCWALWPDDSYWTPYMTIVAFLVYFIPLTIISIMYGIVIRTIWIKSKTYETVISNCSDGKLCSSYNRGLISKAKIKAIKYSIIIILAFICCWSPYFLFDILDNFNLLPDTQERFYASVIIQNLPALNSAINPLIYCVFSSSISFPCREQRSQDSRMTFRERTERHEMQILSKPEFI
The depositor's hits bear a star; ? = inconclusive; nt = not tested or not shown; & = joins results of further samples; [ ] = another dose, or the depositor's remark. Unless noted, calls come from the whole dose curve; as a rule, active = well fitted curve in the direction sought with a large enough effect; inconclusive = small, poorly fitted or top-dose-only effect, or another doubt; inactive = no such curve, though single readings can be large; an effect the other way counts as inactive or inconclusive. A portion of the library; rates above refer to the full screens.

SMILES | IMPase Li inh | Luc counter | Lamin A splicing | HttQ103 aggreg | Epigenetic reg | CBFb-RUNX1 inh | NPSR antag
COc1ccc(CN(Cc2cc3cccc(C)c3[nH]c2=O)C(=O)N(C)C)cc1 | 9.2%[38.3 µM] | 1.3% | 5.0% | -15.1% | -1.0% | -0.7% | -12.3%[46.1 µM]
COCC(=O)Nc1ccc(F)cc1 | -0.4% | -3.5% | 21.5%[46 µM] | 19.3% | -2.4% | -20.7% | 14.5%
O=C(Nc1ccncc1)c1ccc2c(c1)C(=O)N(C1CCCCC1)C2=O | 13.8%[38.3 µM] | -1.4% | ? | -6.7% | -1.1% | 19.4% | -13.1%[46.1 µM]
CC(=O)Nc1ccc(Oc2ncccn2)c(Cl)c1 | -4.2%[38.3 µM] | 2.0% | -0.1% | 4.7%[9.22 µM] | -4.5% | 0.7% | -2.7%[46.1 µM]
Cc1c(/C(O)=C2/C(=O)C(=O)N(CCN3CCOCC3)C2c2cccs2)cnn1-c1ccccc1 (configuration not stated) | ? | -3.2% | 6.1% | ? | -1.1% | 7.7% | 7.9%[46.1 µM]
CC(=O)Nc1ccc(S(=O)(=O)N2CCN(CC(=O)N3CCOCC3)CC2)cc1 | nt | nt | nt | -17.2%[9.22 µM] | -1.1% | 2.3% | -37.1%
CN1CCN(CC(O)COc2ccc(C34CC5CC(CC(C5)C3)C4)cc2)CC1 (configuration not stated) | 25.7% | 0.5% | ? | ? | 2.3% | -7.0% | 2.0%
Cn1c(=O)n(Cc2ccc(Br)cc2)c2ccccc21 | 19.8% | -0.2% | nt | 8.0%[9.22 µM] | -1.1% | 7.8% | 2.7%
Cn1cnnc1SCC(=O)Nc1cccc(C(=O)O)c1 | 24.1%[38.3 µM] | -2.3% | 10.9% | -2.6% | 0.0% | 5.1% | 1.8%[46.1 µM]
O=C(Nc1ncccc1O)c1c(O)c2ccccc2[nH]c1=O | nt | nt | nt | 3.8%[9.22 µM] | 3.0% | 5.8% | 40.2%
O=C(Nc1cccc(C(F)(F)F)c1)N(Cc1ccc(Cl)cc1)CC(O)C(F)(F)F (configuration not stated) | 25.7%[38.3 µM] | 0.6% | ? | -13.9% | -1.5% | -0.7% | -14.5%[46.1 µM]
O=C(CCCN1C(=O)/C(=C/c2ccccc2Cl)SC1=S)NNC(=O)c1ccccc1Cl | 4.6% | -6.3% | ? | ? | 1.0% | -5.1% | -16.1%
O=S(=O)(Nn1cnnc1)c1ccccc1 | -0.3% | 2.8% | 2.1% | 0.1% | -1.0% | 1.9% | 9.3%
CCOC(=O)c1cc2c(=O)[nH]c(C(Cl)(Cl)Cl)nc2o1 | -5.0% | 4.3% | 6.5%[9.22 µM] | -5.0% | -2.4% | 7.0% | -24.7%
CCN(CCCNC(=O)C1CCN(S(=O)(=O)CC)CC1)c1ccccc1 | 16.9%[38.3 µM] | -1.9% | -5.8% | -15.7% | 0.0% | 7.3% | -13.7%[46.1 µM]
CC1CC(C)CN(CC(=O)NCCc2ccc(S(N)(=O)=O)cc2)C1 (configuration not stated) | -2.2% | -2.2% | -8.4%[46 µM] | 16.8% | -1.4% | -3.8% | 12.3%
O=C(Cn1cc2c(n1)CCCCC2)N1CCCCC1 | 0.6% | -1.0% | -3.9% | 7.6% | -1.0% | 1.6% | -2.4%
Cc1cc(Nc2ccccc2)nc(N2CCOCC2)n1 | 7.4%[38.3 µM] | -0.2% | -5.2% | -10.7% | 0.1% | 5.6% | -6.1%[46.1 µM]
COc1ccc(C(=O)CSc2nnc3ccccn23)cc1OC | -3.8% | -2.4% | nt | 4.5% | 2.2% | -1.2% | 5.0%
CC(C)CC(=O)Nc1ccc(C(=O)Nc2cccc(O)c2)cc1 | -3.9% | -3.9% | nt | -0.4% | -1.9% | 6.2% | 8.0%
COC(=O)C1CSc2[nH]c(=O)sc2C1c1ccccc1 (configuration not stated) | 5.5%[38.3 µM] | -1.1% | 4.7% | 11.8% | 0.1% | 3.5% | -4.6%[46.1 µM]
CC1CN(Cc2cc(=O)[nH]c(C(C)C)n2)CC(C)O1 (configuration not stated) | -11.2%[38.3 µM] | 3.9% | 5.5% | -13.5% | 1.4% | 7.4% | 6.1%[46.1 µM]
CC(C)CC(=O)NC(=S)Nc1nc(-c2ccc(Cl)cc2)cs1 | 11.1% | 0.0% | 4.5% | 25.2% | 2.2% | 7.8% | -36.3%
Cc1ccc(C)c(Nc2c(F)c(F)c(F)c(F)c2C(=O)O)c1 | -7.8% | 3.1% | nt | -23.0% | -1.5% | 1.6% | -18.4%
COc1ccccc1-c1cc(C(F)(F)F)nc(S(=O)(=O)CCCC(=O)N2CCCCC2C)n1 (configuration not stated) | 6.0%[38.3 µM] | -2.7% | ? | ? | -1.1% | 4.7% | ?

Some of the entries so far, as tab-separated lines:
molecule	IMPase Li inh	Luc counter	Lamin A splicing	HttQ103 aggreg	Epigenetic reg	CBFb-RUNX1 inh	NPSR antag
CC(C)CC(=O)NC(=S)Nc1nc(-c2ccc(Cl)cc2)cs1	11.1%	0.0%	4.5%	25.2%	2.2%	7.8%	-36.3%
Cc1ccc(C)c(Nc2c(F)c(F)c(F)c(F)c2C(=O)O)c1	-7.8%	3.1%	nt	-23.0%	-1.5%	1.6%	-18.4%

Entries of single compounds from above.
Entry for Cn1c(=O)n(Cc2ccc(Br)cc2)c2ccccc21 : IMPase Li inh = 19.8%; Luc counter = -0.2%; Lamin A splicing = nt; HttQ103 aggreg = 8.0%[9.22 µM]; Epigenetic reg = -1.1%; CBFb-RUNX1 inh = 7.8%; NPSR antag = 2.7%
Entry for COC(=O)C1CSc2[nH]c(=O)sc2C1c1ccccc1 (configuration not stated) : IMPase Li inh = 5.5%[38.3 µM]; Luc counter = -1.1%; Lamin A splicing = 4.7%; HttQ103 aggreg = 11.8%; Epigenetic reg = 0.1%; CBFb-RUNX1 inh = 3.5%; NPSR antag = -4.6%[46.1 µM]

The results go on:
SMILES | IMPase Li inh | Luc counter | Lamin A splicing | HttQ103 aggreg | Epigenetic reg | CBFb-RUNX1 inh | NPSR antag
CCOCCCNC(=O)Cn1cc2c(n1)CCCCC2 | 17.4%[38.3 µM] | 2.8% | -3.1% | 16.3% | -0.8% | 19.0% | -9.1%[46.1 µM]
Cc1nc(C2CC(=O)OC23CCCCC3)cs1 (configuration not stated) | 4.0%[38.3 µM] | -0.4% | 15.9% | -1.7% | -3.0% | 10.6% | -4.6%[46.1 µM]
CC(=O)OC1CC(OC(C)=O)[C@]2(C)C(CC(OC(C)=O)[C@]3(C)C2CC[C@@]2(C)C(c4ccoc4)OC(=O)C4O[C@]432)C1(C)C (some centres not stated) | 27.9% | -2.4% | nt | nt | 0.0% | 7.1% | nt
O=[N+]([O-])c1ccc(C[n+]2cc(-c3ccccc3)n3c2CCCCC3)cc1 | 7.5% | nt | nt | 0.1% | -1.3% | 1.5% | 18.5%
COc1ccc(NC(=O)c2ccccc2Cl)cc1NC(=O)CN1CCOCC1 | 16.9%[38.3 µM] | 4.4% | -7.3% | -19.8% | -1.0% | 2.2% | 9.1%[46.1 µM]
O=C(CCCCCN1C(=O)CCC1=O)Nc1ncn[nH]1 | -16.3%[38.3 µM] | 2.9% | 10.9% | -20.7% | -0.8% | -1.2% | -6.1%[46.1 µM]
COc1ccc(CN2CSC(=S)N(Cc3ccc(OC)cc3)C2)cc1 | nt | nt | ? | 10.2%[9.22 µM] | 1.1% | 0.7% | ?
COc1ccc(NCc2nnc(SCC(=O)NNC(=O)c3ccc(C)cc3)n2C)cc1 | 1.7% | 3.6% | -21.3%[46 µM] | -13.7% | 2.2% | -1.3% | 12.8%
O=C(OCN1C(=O)c2ccccc2C1=O)c1ccccc1 | -1.6%[38.3 µM] | -0.8% | 0.8% | 1.0% | -2.1% | 8.7% | -8.0%[46.1 µM]
O=C1CCCC(=O)C1C1c2ccccc2CCN1C(=O)CCl (configuration not stated) | nt | nt | nt | 2.3%[9.22 µM] | 1.2% | 6.1% | ?
Cc1cc(NC(=S)Nc2ccc(C)c(Cl)c2)n[nH]1 | 9.6% | 2.5% | nt | 5.3%[9.22 µM] | -1.5% | 4.9% | -34.8%
S=C(NCc1cccnc1)NCc1cccnc1 | -2.9% | nt | nt | -2.9% | 0.0% | -2.4% | 16.9%
Cc1ccc(-n2ncc3c(Nc4cccc(C(=O)O)c4)ncnc32)cc1 | 23.8%[38.3 µM] | 21.3% | ? | -8.2% | 1.6%&-5.5% | 8.3% | -20.3%[46.1 µM]
CCc1ccc(NC(=O)C2CC(=O)N=C(N)S2)cc1 (configuration not stated) | 16.5%[38.3 µM] | 2.0% | -0.2% | -0.6% | -1.1% | 7.5% | -9.6%[46.1 µM]
CCN(C(=O)c1ccccc1Cl)c1ccccc1 | 28.7%[38.3 µM] | 1.0% | 22.6% | -4.7% | 0.0% | 1.8% | 4.9%[46.1 µM]
COc1ccc(Oc2nc3c(C)cccn3c(=O)c2/C=C(\C#N)C(N)=O)cc1 | nt | nt | nt | 0.3%[9.22 µM] | -3.3% | -2.8% | 20.9%
CCc1nc2ccccc2c(=O)n1NC(=O)c1c(O)c2ccccc2n(CC)c1=O | 3.5% | 0.8% | ? | 3.2%[9.22 µM] | 3.1% | 1.4% | -21.5%
O=C(Nc1nnc(-c2ccncc2)o1)c1cccc(N2C(=O)CCC2=O)c1 | -0.9% | 2.5% | nt | 8.1% | -1.5% | ? | 22.6%
O=C(CSc1nnc(-c2ccco2)c(-c2ccco2)n1)Nc1ccccc1 | 5.3%[38.3 µM] | -3.9% | 14.9% | 31.9% | 1.0% | nt | -15.7%[46.1 µM]
Cc1ccc(-n2c(O)c(/C=N/c3ncn[nH]3)c3ccccc3c2=O)cc1 | 26.5% | -1.5% | nt | -1.8% | -1.3% | 20.8% | -33.7%
O=C(COc1nnnc2ccccc12)N1CCCc2ccccc21 | 13.7%[38.3 µM] | 2.0% | 11.0% | 4.47µM* | 5.4% | 10.6% | 8.1%[46.1 µM]
O=C(Nc1nc(=O)c2ccccc2s1)c1ccc(Cl)cc1 | ? | -2.3% | -5.7% | 9.0% | ? | 1.3% | ?
CCC(C)NC(=O)CN(c1ccc(OC)cc1)S(=O)(=O)c1ccc(NC(C)=O)cc1 (configuration not stated) | -29.4%[38.3 µM] | -1.6% | 1.9% | -5.0% | 0.7% | 7.1% | 1.7%[46.1 µM]
